Anthrax LF inh2: inhibitors of Bacillus anthracis lethal factor protease. P15917. multiplex microsphere protease cleavage assay, LF. inhibition, % at 10 µM. hit rate 0.12% among 360,000. AID 588501; further: plate controls were buffer without enzyme for full effect and enzyme alone for no effect
Target sequence (P15917 whole entry, looked up): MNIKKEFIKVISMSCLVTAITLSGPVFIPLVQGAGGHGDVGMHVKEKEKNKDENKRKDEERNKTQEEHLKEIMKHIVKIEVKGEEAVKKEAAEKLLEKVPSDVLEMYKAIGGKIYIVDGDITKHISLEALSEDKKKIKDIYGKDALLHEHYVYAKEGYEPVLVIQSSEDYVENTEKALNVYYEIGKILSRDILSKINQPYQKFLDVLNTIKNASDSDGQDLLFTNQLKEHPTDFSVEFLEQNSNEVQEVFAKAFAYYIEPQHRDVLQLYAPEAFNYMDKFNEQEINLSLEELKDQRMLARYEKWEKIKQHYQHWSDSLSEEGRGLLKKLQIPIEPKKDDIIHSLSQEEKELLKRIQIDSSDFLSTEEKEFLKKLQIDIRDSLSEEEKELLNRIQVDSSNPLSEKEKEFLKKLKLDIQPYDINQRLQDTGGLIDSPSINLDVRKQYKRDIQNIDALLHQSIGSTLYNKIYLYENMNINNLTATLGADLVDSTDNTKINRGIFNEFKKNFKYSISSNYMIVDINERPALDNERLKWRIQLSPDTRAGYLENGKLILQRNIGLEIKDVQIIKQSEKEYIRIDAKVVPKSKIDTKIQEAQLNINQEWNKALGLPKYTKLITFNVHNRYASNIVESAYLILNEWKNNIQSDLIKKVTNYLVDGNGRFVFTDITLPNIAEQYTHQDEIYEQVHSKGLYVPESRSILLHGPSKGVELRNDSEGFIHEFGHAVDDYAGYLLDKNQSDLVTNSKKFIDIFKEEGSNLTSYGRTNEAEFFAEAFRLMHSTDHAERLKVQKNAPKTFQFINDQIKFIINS
PfHsp40 yeast: rescue of PfHsp40-mediated yeast toxicity | S. cerevisiae expressing PfHsp40, growth rescue, ATP luminescence | growth rescue, % at 12.5 µM | hit rate 0.68% among 340,000; in the data active means growth rescue above about 28%, passing the limit was not always enough; inconclusive means no clear call, values can overlap the other calls;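 further: yeast W303a lacking pdr1 and pdr3 grown in galactose medium; growth measured after three days at 30 °C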
CCHF vOTU inh: blocks the CCHF virus ovarian tumor domain protease | CCHFV vOTU protease, Pep-AMC fluorescence | inhibition, % at 11.5 µM | hit rate 0.55% among 370,000 | AID 651958; in the data active means inhibition above about 30%; further: 0% = vehicle wells with enzyme and 100% = no enzyme wells
VHR inh abs: blocks human VHR1 dual specificity phosphatase; P51452; recombinant VHR phosphatase, pNPP absorbance; inhibition, % at 13.3 µM; hit rate 0.52% among 290,000; AID 1654; in the data active means inhibition above about 50%; further: some compounds called inactive have numbers as strong as hits
Target sequence (P51452 whole entry, looked up): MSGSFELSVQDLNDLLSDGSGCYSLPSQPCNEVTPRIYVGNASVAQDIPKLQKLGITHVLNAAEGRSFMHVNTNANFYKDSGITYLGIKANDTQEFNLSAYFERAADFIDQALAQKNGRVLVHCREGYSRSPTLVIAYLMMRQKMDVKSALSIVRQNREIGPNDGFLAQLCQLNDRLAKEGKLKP
SSB-PriA inh: inhibitors of Klebsiella pneumoniae PriA binding to SSB C-terminal tail. AlphaScreen SSBct-PriA binding, biotinylated peptide. AID 1272365. hit rate 0.6% among 430,000. inhibition, % at 33 µM; in the data active means inhibition mostly above about 37%, no sharp cut-off; inactive means mostly below about 20%;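 further: plate controls were negative control peptide for no effect and reference peptide for full effect; strong numbers were not always called active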
BoNT A protease: inhibitors of Botulinum neurotoxin A light chain protease. hit rate 0.17% among 360,000. multiplex microsphere protease substrate cleavage, flow cytometry. AID 588499. inhibition, % at 10 µM; further: plate controls were buffer without enzyme for full effect and enzyme alone for no effect
TcdB GH inh: blocks C. difficile toxin B glycohydrolase activity. P18177. TcdB glycohydrolase enzymatic assay, plate reader. inhibition, % at 9.99 µM. hit rate 0.24% among 350,000; in the data active means inhibition above about 10%
SARS 3CLpro inh: SARS-CoV 3CLpro protease inhibition; recombinant SARS-CoV 3CLpro, quenched FRET peptide cleavage; P0C6X7; AID 1706; hit rate 0.14% among 290,000; inhibition, % at 6 µM; in the data active means inhibition above about 12%
BH1578 lux ind: induces V. cholerae light production without autoinducers; V. cholerae BH1578 lux reporter, luminescence, 6 h; activation, % at 18.7 µM; hit rate 0.16% among 350,000; in the data active means activation mostly above about 9.7%, no sharp cut-off; inconclusive means no clear call, values can overlap the other calls; inactive means mostly below about 3.7%; further: not every result past the cut was called active; inactives centre near 0; reference of the scale not given here
Y pestis TopoI: inhibitors of Yersinia pestis topoisomerase I; Y. pestis Topo-I cleavage product accumulation, plate reader; activity, % at 10 µM; hit rate 0.064% among 360,000; in the data active means activity above about 50%, passing the limit was not always enough; inconclusive means no clear call, values can overlap the other calls; further: inactives centre near 2
* hit, by the source's call. Unless noted, no stated cut-off is given here; in the data, active means inhibition above about 30%; inconclusive means no clear call, values can overlap the other calls; inactive means below that. The list is partial; rates above refer to the full screens.

For CCOc1ccc(CCNC(=O)c2nnn(CC(=O)Nc3ccc(OC)cc3)c2N)cc1OCC the results were Anthrax LF inh2 0, PfHsp40 yeast -1.1, CCHF vOTU inh 8, VHR inh abs 19, SSB-PriA inh 0, BoNT A protease -2.0, TcdB GH inh 1.0, SARS 3CLpro inh 0, BH1578 lux ind -0.1 and Y pestis TopoI -6.
CCCN1CCC(N(CCc2ccccc2)Cc2ccccc2)CC1 was read as Anthrax LF inh2 -16, PfHsp40 yeast -0.4, CCHF vOTU inh -9, VHR inh abs 18, SSB-PriA inh -16, BoNT A protease inconclusive, TcdB GH inh 2.6, SARS 3CLpro inh -6, BH1578 lux ind -2.0 and Y pestis TopoI 15.
For Cc1ccc(CNC(=O)C2CCCN(c3nn4c(=O)cc(C)nc4s3)C2)cc1 (stereo unspecified) the results were Anthrax LF inh2 4, PfHsp40 yeast 0.8, CCHF vOTU inh -3, VHR inh abs 6, SSB-PriA inh 2, BoNT A protease -0.6, TcdB GH inh 0.3, SARS 3CLpro inh 0, BH1578 lux ind -0.9 and Y pestis TopoI 0.
For FC(F)(F)c1ccc(C2[C@H]3CN(Cc4ccc(-c5ccccc5)cc4)[C@H](c4ccccc4)C34CC2(c2ccccc2)C4)cc1 (stereo partly specified) the results were CCHF vOTU inh 2, VHR inh abs 19, SSB-PriA inh -7 and TcdB GH inh 0.4.
`COc1cc(C(=O)Oc2cccnc2)cc(OC)c1OC` gave Anthrax LF inh2 -17, PfHsp40 yeast 1.7, CCHF vOTU inh -6, VHR inh abs 13, SSB-PriA inh -6, BoNT A protease -3.0, TcdB GH inh 1.6, SARS 3CLpro inh 6, BH1578 lux ind -0.8 and Y pestis TopoI 1.
Cn1nnnc1SCC1=C(C(=O)O)N2C(=O)C(NC(=O)C3CC3c3ccccc3)C2SC1 (stereo unspecified) was read as Anthrax LF inh2 -4, PfHsp40 yeast -1.5, CCHF vOTU inh 10, VHR inh abs -24, SSB-PriA inh 1, BoNT A protease -1.0, TcdB GH inh 0.4, SARS 3CLpro inh -4, BH1578 lux ind -1.1 and Y pestis TopoI -1.
CC(C)(C)OC(=O)NCc1ccc(CNC(=O)c2[nH]cnc2C(=O)NC2CCN(C(=O)OC(C)(C)C)CC2)cc1 was read as Anthrax LF inh2 -3, PfHsp40 yeast 4.2, SSB-PriA inh 14, BoNT A protease 0.2, BH1578 lux ind inactive and Y pestis TopoI 28.
`CC(CCc1ccccc1)NC(=O)C1CC1` (stereo unspecified) gave Anthrax LF inh2 -1, CCHF vOTU inh -12, SSB-PriA inh -7, BoNT A protease -0.2, TcdB GH inh -0.5, BH1578 lux ind inactive and Y pestis TopoI 4.
`O=C(Nc1ccccc1)OC1CN=C(N[N+](=O)[O-])NC1` (stereo unspecified) gave Anthrax LF inh2 -6, PfHsp40 yeast -0.8, CCHF vOTU inh -11, VHR inh abs 33, SSB-PriA inh -14, BoNT A protease 0.7, TcdB GH inh -0.5, SARS 3CLpro inh 2, BH1578 lux ind 1.8 and Y pestis TopoI -3.
O=C(CN(c1ccccc1)S(=O)(=O)c1ccc(F)cc1)N1CCCCCC1 was read as Anthrax LF inh2 1, PfHsp40 yeast 0.3, CCHF vOTU inh 10, VHR inh abs 18, SSB-PriA inh -28, BoNT A protease -0.2, SARS 3CLpro inh 7, BH1578 lux ind -0.3 and Y pestis TopoI 2.
CC(C)CC(COCc1ccc(F)cc1)N1CCN(C(=O)c2cccc(C(F)(F)F)c2)CCC1=O (stereo unspecified) was read as Anthrax LF inh2 4, PfHsp40 yeast 2.4, CCHF vOTU inh 26, VHR inh abs 5, SSB-PriA inh -7, BoNT A protease 0.4, TcdB GH inh 1.5, SARS 3CLpro inh -1, BH1578 lux ind -0.4 and Y pestis TopoI 13.
Screening COc1ccc(S(=O)(=O)N2CCCCCC2)cc1C(=O)OC(C)C(N)=O (stereo unspecified) returned Anthrax LF inh2 7, PfHsp40 yeast 0.8, CCHF vOTU inh -11, VHR inh abs 11, SSB-PriA inh -4, BoNT A protease -0.1, TcdB GH inh 0.2, SARS 3CLpro inh 1, BH1578 lux ind -0.4 and Y pestis TopoI -5.
`C=CCNc1nc(-c2ccc(OC)cc2OC)cs1` gave Anthrax LF inh2 -3, PfHsp40 yeast -2.0, CCHF vOTU inh 3, VHR inh abs -2, SSB-PriA inh 23, BoNT A protease inconclusive, SARS 3CLpro inh 1, BH1578 lux ind -3.6 and Y pestis TopoI -1.
CC1C/C(=N/NC(=O)c2ccc(CSc3nc4ccccc4[nH]3)cc2)CC(C)(C)C1 (stereo unspecified) was read as Anthrax LF inh2 0, PfHsp40 yeast 6.4, CCHF vOTU inh -9, VHR inh abs 8, BoNT A protease 1.5, TcdB GH inh 2.2, SARS 3CLpro inh -1, BH1578 lux ind 0.1 and Y pestis TopoI -1.
Screening O=C(Cc1ccc(Br)cc1)Nc1ccc(S(=O)(=O)Nc2ncccn2)cc1 returned Anthrax LF inh2 4, PfHsp40 yeast -1.8, CCHF vOTU inh 3, VHR inh abs 12, SSB-PriA inh -1, BoNT A protease -2.4, TcdB GH inh -0.8, SARS 3CLpro inh 3, BH1578 lux ind inactive and Y pestis TopoI -1.
Screening CC1=C(C(N)=O)C(c2ccc(Br)cc2)n2nc(CCCO)nc2N1 (stereo unspecified) returned Anthrax LF inh2 -2, PfHsp40 yeast -1.6, CCHF vOTU inh -7, VHR inh abs 13, SSB-PriA inh -8, BoNT A protease -1.2, TcdB GH inh -0.3, SARS 3CLpro inh 3, BH1578 lux ind -0.1 and Y pestis TopoI -5.
Screening CC(Cc1cccs1)NCc1ccccc1 (stereo unspecified) returned Anthrax LF inh2 4, PfHsp40 yeast 1.2, CCHF vOTU inh -8, VHR inh abs 9, SSB-PriA inh 1, BoNT A protease 1.0, TcdB GH inh 3.6, SARS 3CLpro inh 2, BH1578 lux ind inactive and Y pestis TopoI -8.
For Cc1cc(Cl)ccc1NC(=S)NCCc1ccc(S(N)(=O)=O)cc1 the results were Anthrax LF inh2 -2, PfHsp40 yeast 7.6, CCHF vOTU inh 4, SSB-PriA inh -6, BoNT A protease 0.8, TcdB GH inh 1.1, BH1578 lux ind -0.4 and Y pestis TopoI -6.
Screening CC1CCCN(CC(=O)Nc2cc(S(=O)(=O)N3CCOCC3)ccc2N2CCCC2)C1 (stereo unspecified) returned Anthrax LF inh2 3, PfHsp40 yeast 0.1, CCHF vOTU inh 16, SSB-PriA inh -8, BoNT A protease 0.2, TcdB GH inh 2.6, BH1578 lux ind 5.0 and Y pestis TopoI 26.
Cc1cc(C)c2c(n1)sc1c(=O)[nH]c(SCc3ccccc3)nc12 was read as Anthrax LF inh2 -4, PfHsp40 yeast -1.6, CCHF vOTU inh -2, VHR inh abs -5, SSB-PriA inh -3, BoNT A protease 0.7, SARS 3CLpro inh -1, BH1578 lux ind 5.0 and Y pestis TopoI 1.
For O=S1(=O)C=C(SCCN2CCCC2)c2ccccc21 the results were Anthrax LF inh2 -1, PfHsp40 yeast 0.9, CCHF vOTU inh 5, VHR inh abs 10, SSB-PriA inh -9, BoNT A protease 0.7, SARS 3CLpro inh -1, BH1578 lux ind inactive and Y pestis TopoI 0.
`COc1ccc(CCNC(=O)Cn2c(=O)oc3cc(Cl)ccc32)cc1OC` gave Anthrax LF inh2 -3, PfHsp40 yeast -0.1, CCHF vOTU inh 9, VHR inh abs -9, SSB-PriA inh -7, BoNT A protease 0.0, TcdB GH inh 0.2, SARS 3CLpro inh 5, BH1578 lux ind inactive and Y pestis TopoI 2.
Screening CCCN1CCN(CCCNC(=O)C2CCN(c3nnc(-n4cccc4)s3)CC2)CC1 returned Anthrax LF inh2 2, PfHsp40 yeast -0.5, CCHF vOTU inh -2, VHR inh abs 19, SSB-PriA inh -8, BoNT A protease -0.2, SARS 3CLpro inh 3, BH1578 lux ind inactive and Y pestis TopoI 7.
For Cc1ccc(-c2nc(CN(CC3CCC3)CC3CCCO3)c(C)o2)s1 (stereo unspecified) the results were Anthrax LF inh2 -4, PfHsp40 yeast 0.9, CCHF vOTU inh 10, VHR inh abs 18, SSB-PriA inh 5, BoNT A protease -0.1, TcdB GH inh 1.2, SARS 3CLpro inh 1, BH1578 lux ind inactive and Y pestis TopoI 17.
`CCN(CC)S(=O)(=O)c1cc(C(=O)OCC(=O)NC2CCCc3ccccc32)ccc1C` (stereo unspecified) gave Anthrax LF inh2 0, PfHsp40 yeast 0.7, CCHF vOTU inh 6, VHR inh abs 5, SSB-PriA inh -10, BoNT A protease -0.5, SARS 3CLpro inh -7, BH1578 lux ind inactive and Y pestis TopoI -9.
`CCc1nc2sc(C)c(C)c2c(=O)n1CCO` gave Anthrax LF inh2 -2, PfHsp40 yeast -0.1, CCHF vOTU inh 9, VHR inh abs -12, SSB-PriA inh -9, BoNT A protease 0.3, SARS 3CLpro inh -6, BH1578 lux ind 2.6 and Y pestis TopoI 5.
`COc1ccc(CC(C(=O)Nc2cc(C)ccc2C)/C(N)=N/O)cc1` (stereo unspecified) gave Anthrax LF inh2 -2, PfHsp40 yeast 0.1, CCHF vOTU inh -1, VHR inh abs -1, BoNT A protease -0.8, SARS 3CLpro inh -1, BH1578 lux ind -7.1 and Y pestis TopoI 6.
For CSc1nnc(Cc2sc(-c3ccccc3)nc2-c2ccccc2)o1 the results were Anthrax LF inh2 -2, PfHsp40 yeast 7.5, CCHF vOTU inh 3, VHR inh abs 12, SSB-PriA inh -27, BoNT A protease 0.3, SARS 3CLpro inh 7, BH1578 lux ind inactive and Y pestis TopoI 23.
`COc1cccc(NC(=O)CNC(=O)N2CC(=O)Nc3ccccc32)c1` gave Anthrax LF inh2 -1, PfHsp40 yeast -0.5, CCHF vOTU inh 9, VHR inh abs 57*, SSB-PriA inh -9, BoNT A protease 0.2, TcdB GH inh 3.1, SARS 3CLpro inh 2, BH1578 lux ind -2.9 and Y pestis TopoI 2.
`O=[N+]([O-])c1ccc(N2CCCC2)cc1NC1CC1` gave Anthrax LF inh2 -4, PfHsp40 yeast 3.3, CCHF vOTU inh 11, VHR inh abs 12, SSB-PriA inh -2, BoNT A protease 0.0, TcdB GH inh -0.4, SARS 3CLpro inh 0, BH1578 lux ind -0.6 and Y pestis TopoI -2.
For Cc1c(C)c2ccc(OC(C)C(=O)N3C[C@H]4C[C@@H](C3)c3cccc(=O)n3C4)c(C)c2oc1=O (stereo partly specified) the results were Anthrax LF inh2 2, PfHsp40 yeast -2.0, CCHF vOTU inh -6, VHR inh abs 5, BoNT A protease 0.3, TcdB GH inh -0.5, SARS 3CLpro inh 2, BH1578 lux ind -0.6 and Y pestis TopoI -1.
`Cc1cccc(NC(=O)c2ccccn2)c1C` gave Anthrax LF inh2 1, PfHsp40 yeast -2.0, CCHF vOTU inh -5, VHR inh abs -6, SSB-PriA inh -15, BoNT A protease 0.2, SARS 3CLpro inh 0, BH1578 lux ind -4.3 and Y pestis TopoI 4.

Structures from the list above that have bromine:
Screening O=C(Cc1ccc(Br)cc1)Nc1ccc(S(=O)(=O)Nc2ncccn2)cc1 returned Anthrax LF inh2 4, PfHsp40 yeast -1.8, CCHF vOTU inh 3, VHR inh abs 12, SSB-PriA inh -1, BoNT A protease -2.4, TcdB GH inh -0.8, SARS 3CLpro inh 3, BH1578 lux ind inactive and Y pestis TopoI -1.
Screening CC1=C(C(N)=O)C(c2ccc(Br)cc2)n2nc(CCCO)nc2N1 (stereo unspecified) returned Anthrax LF inh2 -2, PfHsp40 yeast -1.6, CCHF vOTU inh -7, VHR inh abs 13, SSB-PriA inh -8, BoNT A protease -1.2, TcdB GH inh -0.3, SARS 3CLpro inh 3, BH1578 lux ind -0.1 and Y pestis TopoI -5.

Source: PubChem (several laboratories)
